CDK5 inh: CDK5/p35 (human) kinase inhibition | Q00535+Q15078 | Recombinant CDK5/p35, ADP-Glo luminescence, 60 min | inhibition, % at 10 µM | 330,000 tested, 0.01% active;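 active = highest replicate inhibition of at least 50% and at least 75% of replicates reaching 50%; inconclusive = only one of the two criteria met; inactive = both criteria failed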;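 note: plate controls were DMSO neutral control for no effect and GW8510 at 10 µM for full effect; many of its hits are not listed in these tables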
Arrestin-AP2 inh: human beta-arrestin and AP2 interaction inhibition; FITC-arrestin peptide / GST-AP2 beads, flow cytometry; AP2 beta2 appendage carries R879A mutation; 340,000 tested, 0.31% active; inhibition, % at 10 µM;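 active = inhibition above a set limit, near 3 SD of compounds lacking own fluorescence, cut at about 54% in these data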;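 note: plate controls were DMSO wells for no effect and 5 µM unlabelled arrestin peptide for full effect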
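System: GST-tagged AP2 beta2-adaptin appendage (R879A) on 4 µm glutathione beads / Reagent: FITC-arrestin peptide, 50 nM / Detection: HyperCyt-sampled flow cytometry, FL1 channel, ex 488/em 535 nm / Timing: 12 min plus 1 h, RT / Buffer or medium: PBS plus Tween 20 (0.05%) and BSA (0.1%)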
dFosB activator: activators of mouse delta FosB homodimer. P13346. purified delta FosB, TAMRA-CDK5 oligo fluorescence polarization; percent of positive-control signal above neutral wells. activation, % at 25 µM. 340,000 tested, 0.99% active;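 active = mean activation above about 17%, with every replicate also reaching it, limit read from the data, passing the limit was not always enough; inconclusive = only one of the two conditions met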;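 note: fluorescence polarization rise as delta FosB binds a TAMRA Cdk5 AP-1 oligo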
SR-BI DiI-HDL act: SR-BI HDL lipid transfer activation | CHO ldlA[mSR-BI] cells, DiI-HDL uptake fluorescence, 3 h; 100 = double the neutral-control signal | activation, % at 12.5 µM | 320,000 tested, 0.096% active;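 active = mean replicate activation of at least 60% and every replicate at or above 60%; inconclusive = mean or all-replicate condition met, but not both; inactive = mean below 60% and not all replicates reaching 60%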;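 note: 0% = median plate neutral-control signal and 100% = twice that signal; values of inactives mirror those of a sister screen read the other way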
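System: CHO ldlA[mSR-BI] cells / Medium: HEPES-buffered (25 mM, pH 7.4) F12 plus 0.5% BSA / Probe or stimulus: labelled HDL, 10 µg/mL / Doses: single compound concentration, delivered by pin transfer / Schedule: 3 h, 37 °C / Measured by: DiI fluorescence, bottom read / Measure: cell-associated DiI fluorescence as measure of HDL uptake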
DSG3 Ab inh: blocks pemphigus antibody binding to human desmoglein-3; DSG3-coupled beads, scFv-anti-DSG3-GFP binding, flow cytometry; active compounds read low; binding (percent of control), % at 10 µM; 310,000 tested, 0.48% active;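 active = binding more than 3 SD below its plate's average and above zero; inconclusive = below that plate limit but binding exactly zero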;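 note: hits lower antibody fragment binding to DSG3; some compounds called inactive have numbers as strong as hits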
Target sequence (P32926 whole entry, looked up, the tested form may be a part): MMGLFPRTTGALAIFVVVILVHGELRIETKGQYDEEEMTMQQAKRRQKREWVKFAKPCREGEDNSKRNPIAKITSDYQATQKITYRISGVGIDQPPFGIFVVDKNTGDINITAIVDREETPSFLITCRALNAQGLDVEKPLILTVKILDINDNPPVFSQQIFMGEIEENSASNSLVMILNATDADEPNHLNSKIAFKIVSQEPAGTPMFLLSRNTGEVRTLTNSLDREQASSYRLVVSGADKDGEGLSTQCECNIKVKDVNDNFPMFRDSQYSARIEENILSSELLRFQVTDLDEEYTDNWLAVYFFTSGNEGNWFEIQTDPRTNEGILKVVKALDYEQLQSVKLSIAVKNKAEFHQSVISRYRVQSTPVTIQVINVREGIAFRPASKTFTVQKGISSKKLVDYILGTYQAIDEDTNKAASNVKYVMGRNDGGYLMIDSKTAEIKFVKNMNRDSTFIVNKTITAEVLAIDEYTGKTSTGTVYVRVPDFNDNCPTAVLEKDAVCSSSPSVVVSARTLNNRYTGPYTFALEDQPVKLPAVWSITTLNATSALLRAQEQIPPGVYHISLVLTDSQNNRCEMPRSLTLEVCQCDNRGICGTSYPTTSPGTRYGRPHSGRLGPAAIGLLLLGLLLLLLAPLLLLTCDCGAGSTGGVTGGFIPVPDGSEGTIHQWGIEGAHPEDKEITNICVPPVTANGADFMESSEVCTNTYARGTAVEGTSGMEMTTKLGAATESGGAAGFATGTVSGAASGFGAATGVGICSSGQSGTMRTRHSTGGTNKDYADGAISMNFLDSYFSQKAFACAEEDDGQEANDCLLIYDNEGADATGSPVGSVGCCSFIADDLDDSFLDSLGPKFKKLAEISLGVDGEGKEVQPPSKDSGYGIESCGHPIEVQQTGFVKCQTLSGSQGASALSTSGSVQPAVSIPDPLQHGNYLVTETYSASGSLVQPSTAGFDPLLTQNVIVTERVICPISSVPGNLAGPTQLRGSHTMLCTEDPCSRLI
MITF act: increases MITF-driven TRPM1 promoter luciferase signal; SK-MEL-5 TRPM1-promoter luciferase, 24 h; % of positive control, neutral wells = 0; activation, % at 12.5 µM; AID 588334; 300,000 tested, 0.75% active;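 active = mean activation of at least 80% with every replicate also reaching 80%; inconclusive = mean reaches 80% but some replicate falls short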;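 note: 0% = neutral control wells and 100% = parthenolide positive control wells; values of inactives mirror those of a sister screen read the other way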
PKA-R1A activ: activators of PKA-R1A complex | AID 504707 | PKA-R1A dissociation, Cy5-IP20 fluorescence polarization; scaled: DMSO 0%, 113 µM cGMP 100% | 340,000 tested, 0.083% active | P00514+P68181 | activation, % at 11.4 µM;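 active = percent activation above the mean of all tested compounds plus 3 SD, cut at about 19% in these data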;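 note: higher means more PKAc released from R1A so a rise in polarization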
NSD2 inh: blocks human histone methyltransferase NSD2; NSD2 peptide methylation, AlphaScreen, 120 min; inhibition, % at 12.5 µM; 310,000 tested, 0.54% active; AID 743445; in the data active = inhibition above about 50%
Mot1-301 SUMO: SUMOylation pathway inhibition by Mot1-301 growth rescue. S. cerevisiae Mot1-301 growth rescue, ATP luminescence, 38.5C; percent above DMSO median, 100 means doubled. growth rescue, % at 18.8 µM. 320,000 tested, 1% active;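 active = every valid replicate shows activation above 250% relative to neutral control wells; inactive = the rest, any valid replicate at or below 250%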;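 note: OY570 slx delta 5 strain wells were the positive control but not used for scaling; some compounds called inactive have numbers as strong as hits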
SR-BI HDL uptake: inhibitors of mouse SR-BI mediated HDL lipid uptake; Q61009; ldlA[mSR-BI] CHO cells, DiI-HDL uptake fluorescence, 3 h; inhibition, % at 12.5 µM; 320,000 tested, 0.96% active;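 active = mean replicate inhibition of at least 70% and a set share of replicates each scoring 70 or more; inconclusive = meets just one of the two criteria; inactive = fails both criteria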;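 note: 0% = median of neutral control wells and 100% = median of positive control wells; values of inactives mirror those of a sister screen read the other way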
PKA-R2B activ: activates the human PKA-R2B holoenzyme complex | P22694+P31323 | PKA-R2B holoenzyme dissociation, Cy5-IP20 fluorescence polarization; R2B truncated from residue 108, S112A mutant; 0% DMSO only, 100% 113 µM cGMP | activation, % at 11.4 µM | 340,000 tested, 0.079% active | AID 504700;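 active = activation above a cutoff set at the mean over all compounds plus 3 SD, cut at about 18% in these data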;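 note: higher means more holoenzyme dissociation and a rise in polarization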
Numbers without * were called inactive; u = inconclusive; x = no result given. No enrichment for hits, and some 4.7% of all compounds hit somewhere here.

item | compound | CDK5 inh | Arrestin-AP2 inh | dFosB activator | SR-BI DiI-HDL act | DSG3 Ab inh | MITF act
1 | Cn1c(C(=O)NC2CCCC2)cc2c(=O)n(C)c3ccccc3c21 | 0.6 | 17 | -23 | -40 | 109 | x
2 | c1ccc(CCNC2=NCCS2)cc1 | -0.7 | 4 | 3 | -6 | 105 | 9
3 | O=C(O)CNC(=S)N(Cc1ccco1)Cc1ccccc1Cl | -1.3 | 3 | 1 | 9 | 100 | -5
4 | O=C(NCC1CCCO1)C1c2ccccc2C(=O)N1Cc1ccc2c(c1)OCO2 (centres undefined) | 0.9 | 5 | -6 | 37 | x | 3
5 | O=C(c1ccccc1F)N1CCN(S(=O)(=O)c2ccc3ccccc3c2)CC1 | 1.2 | 10 | -6 | 24 | 107 | -1
6 | COc1ccc(NS(=O)(=O)c2cccc(C(=O)NCC(c3ccc(OC)cc3)N3CCCC3)c2)cc1 (centres undefined) | -1.3 | -6 | -4 | 14 | 189 | 9
7 | COC(=O)C1=C(N)Oc2cc(C)n(Cc3cccnc3)c(=O)c2C1c1ccccc1OC (centres undefined) | 0.2 | -6 | -4 | 17 | 103 | 13
8 | C[C@@H](O)Cc1cn(CC(=O)NCCCCCCCCCCC(=O)N2CCNCC2)nn1 | 0.9 | -4 | -4 | 7 | 140 | 14
9 | Cc1ccc(C2(C)NC(=O)N(CC(=O)NC(C)c3ccccc3)C2=O)cc1 (centres undefined) | 2.1 | -10 | 4 | 3 | 100 | -9
10 | COc1cccc(-c2nc(N3CCN(C)CC3)c3ccccc3n2)c1O | -0.3 | 49 | u | x | 98 | -21
11 | O=C(COC(=O)CNC(=O)c1ccccc1)NC1CCCC1 | 1.0 | -8 | 0 | 20 | 114 | 4
12 | CC(=O)c1c(OC(=O)c2ccccc2Br)ccc2c(C)cc(=O)oc12 | 1.2 | -7 | 5 | 11 | 102 | 2

item | PKA-R1A activ | NSD2 inh | Mot1-301 SUMO | SR-BI HDL uptake | PKA-R2B activ
1 | 5 | x | -16 | 40 | 8
2 | 2 | -4 | 6 | 6 | 0
3 | -8 | 1 | -3 | -9 | 4
4 | -4 | -1 | -6 | -37 | 1
5 | 1 | 0 | -15 | -24 | -4
6 | -8 | 4 | x | -14 | 0
7 | 5 | 4 | 226 | -17 | 9
8 | -5 | x | -8 | -7 | -3
9 | -1 | -2 | -20 | -3 | 5
10 | -10 | 20 | -3 | x | 0
11 | 4 | -1 | x | -20 | -10
12 | 8 | -6 | -6 | -11 | 6

Continuation.
item | compound | CDK5 inh | Arrestin-AP2 inh | dFosB activator | SR-BI DiI-HDL act | DSG3 Ab inh | MITF act
13 | CCOc1ccc(NC(=O)Nc2ccccc2C(N)=O)cc1 | -0.6 | 1 | -3 | 29 | 87 | -6
14 | CCOc1ncccc1C(=O)OCC(=O)c1c[nH]c2ccccc12 | -0.6 | 39 | -15 | -12 | 99 | 0
15 | Cc1ccc2c(c1)N(CCCC(=O)Nc1cccc(C(F)(F)F)c1)C(=O)CO2 | 1.2 | 22 | -10 | 13 | 105 | -1
16 | CC1=NN(S(=O)(=O)c2ccc(C)cc2)C(=O)c2ccccc2O1 | 0.2 | -2 | 10 | x | 97 | -8
17 | O=C(COc1ccccc1F)Nc1nnc(-c2ccncc2)s1 | -1.9 | -3 | -9 | 22 | x | x
18 | O=C(C1CCCCC1)N1CCC2CC1c1cc(Cl)ccc12 (centres undefined) | -0.8 | -5 | 3 | 3 | 93 | -14
19 | COc1ccc(C(=O)OCC(=O)NC(C)CCc2ccccc2)cc1OC (centres undefined) | 0.2 | 1 | -18 | -10 | 107 | -5
20 | CCOC(=O)N1CCc2c(sc(NC(=O)C3=COCCO3)c2C(N)=O)C1 | 0.8 | -19 | 15 | -31 | 96 | 13
21 | CC(/C=N/n1c(-c2ccc(C)cc2)n[nH]c1=S)=C\c1ccco1 | 1.9 | 0 | -15 | 11 | x | -4
22 | CC(C)(C)C(=O)N1CCN(c2nc3ccc(Br)cc3s2)CC1 | -1.2 | -10 | -4 | -4 | 94 | 45
23 | Cc1c(NC(=O)Cn2ccc([N+](=O)[O-])n2)c(=O)n(-c2ccccc2)n1C | 0.2 | 1 | -6 | 23 | 101 | 6
24 | Cc1ccc(CC2SC(=Nc3ccccc3)N(c3ccccc3)C2=O)cc1 (centres undefined) | -1.3 | 35 | -5 | 0 | 102 | 12

item | PKA-R1A activ | NSD2 inh | Mot1-301 SUMO | SR-BI HDL uptake | PKA-R2B activ
13 | -7 | 1 | -8 | -29 | -15
14 | -3 | 2 | -7 | 12 | 5
15 | -8 | -4 | 187 | -13 | -8
16 | -9 | -2 | 167 | x | -6
17 | 6 | 2 | 14 | -22 | -4
18 | -3 | x | x | -3 | -5
19 | 0 | -6 | 3 | 10 | 2
20 | -14 | 2 | -3 | 31 | -5
21 | -17 | 5 | 8 | -11 | 2
22 | -8 | -5 | -17 | 4 | -10
23 | 4 | 0 | 5 | -23 | -1
24 | -4 | -1 | 5 | 0 | -5

Further entries.
item | compound | CDK5 inh | Arrestin-AP2 inh | dFosB activator | SR-BI DiI-HDL act | DSG3 Ab inh | MITF act
25 | Cc1ccc(N2C(=O)CC(Sc3nccc(C)n3)C2=O)cc1 (centres undefined) | 0.5 | 6 | -3 | 1 | 105 | -6
26 | CCOCCCNC(=S)N1CCCN(c2nc3cc(C)c(C)cc3cc2C#N)CC1 | -1.1 | -7 | -6 | -48 | 96 | 7
27 | C/C(CC(=O)Nc1cccc(F)c1)=N\NC(=O)C(=O)NC1CCCCC1 | 0.8 | -1 | 2 | -6 | 90 | -6
28 | COc1ccc(N2C(=O)C(CC(=O)Nc3ccccc3)N(Cc3ccccn3)C2=S)cc1 (centres undefined) | 0.2 | -2 | -8 | 10 | 98 | 2
29 | Cc1nc2scc(-c3ccc(Cl)cc3)c2c(=O)o1 | -1.2 | -7 | -9 | -13 | 99 | 2
30 | C=CC[C@H](CC(=O)OC(C)(C)C)C(=O)OC[C@@H]1CCCN1C(=O)[C@H](CC=C)CC(=O)N[C@H](CO)Cc1ccccc1 | -4.4 | x | -6 | -14 | 109 | -8
31 | CCN(Cc1nc2ccccc2c(=O)[nH]1)Cc1cc(=O)oc2cc(OC)ccc12 | 1.0 | -5 | -17 | 4 | x | 6
32 | C#CCOCCOCCOCCNc1nc(N2CCN(C(=O)CCCCCCCCCCNC(=O)[C@H](CCCCN)n3cc(CCCC(=O)O)nn3)CC2)nc(N2CCN(C(=O)CCCCCCCCCCNC(=O)[C@H](CCCN=C(N)N)n3cc(C[C@@H](C)CC)nn3)CC2)n1 | 1.7 | -4 | -356 | -80 | 130 | -25
33 | Cn1c(C(=O)NCCN2CCN(Cc3ccccc3)CC2)cc2c(=O)n(C)c3ccccc3c21 | 2.2 | 9 | -1 | 0 | 110 | 7
34 | CC(C)CNC1=CC(=O)CC(c2ccco2)C1 (centres undefined) | -2.4 | 10 | 6 | x | x | 25
35 | O=C(COC(=O)C1CCN(S(=O)(=O)c2ccc3c(c2)OCCO3)CC1)NC1CCCCC1 | 0.0 | -8 | -4 | 20 | 98 | -3
36 | Cc1cccc(NC(=O)CNC(=O)c2ccc3c(c2)OCO3)n1 | -0.7 | 0 | 4 | -1 | 118 | -10

item | PKA-R1A activ | NSD2 inh | Mot1-301 SUMO | SR-BI HDL uptake | PKA-R2B activ
25 | 13 | 0 | -1 | -1 | -3
26 | -9 | -6 | 24 | 48 | -1
27 | 1 | 1 | -2 | 6 | -4
28 | 4 | -2 | 110 | -10 | 0
29 | 0 | 0 | -12 | 13 | -13
30 | -6 | x | -8 | 14 | -6
31 | 7 | x | -10 | -4 | 5
32 | -5 | x | -19 | 80* | -8
33 | 12 | x | -8 | 0 | 1
34 | -11 | 0 | 13 | -56 | -4
35 | -11 | 0 | 145 | -20 | -5
36 | 0 | -5 | -13 | 1 | 0

Down the list, quoted from above.
Arrestin-AP2 inh, nos. 26 to 34: -7, -1, -2, -7, x, -5, -4, 9, 10
PKA-R1A activ, nos. 26 to 34: -9, 1, 4, 0, -6, 7, -5, 12, -11

(cont.)
item | compound | CDK5 inh | Arrestin-AP2 inh | dFosB activator | SR-BI DiI-HDL act | DSG3 Ab inh | MITF act
37 | COc1cc(N(C)C)c([N+](=O)[O-])cc1C(=O)NC(C)CNc1ccc([N+](=O)[O-])cc1Cl (centres undefined) | 0.0 | 0 | -2 | -55 | 97 | 18
38 | CNC(=O)c1ccccc1NC(=O)c1ccc(C)c(S(=O)(=O)N2CCCCC2)c1 | 1.2 | -4 | -17 | -24 | 99 | -3
39 | CCN(CC)c1ccc(NC(=O)Cn2nnc(-c3cccc(OC)c3OC)n2)c(C)c1 | -0.4 | 6 | -6 | -20 | 104 | -15
40 | COc1cc(NC(=O)CSc2nc(=O)n(CCCN3CCOCC3)c3c2CCC3)cc(OC)c1 | -1.9 | -14 | -8 | 6 | 103 | -5
41 | CC1CC(NC(=O)Cc2ccc(Br)cc2)CC(C)(C)C1 (centres undefined) | -0.8 | 11 | -2 | -5 | x | 1
42 | Cc1cccc(C)c1NC(=O)CN1CCCC1 | 0.3 | 13 | -4 | x | x | -3
43 | COC(=O)C(NC(=O)CCC(=O)N[C@@H](C(=O)OC)c1ccccc1)c1ccccc1 (some centres undefined) | 1.5 | -5 | -8 | 15 | 104 | 9

item | PKA-R1A activ | NSD2 inh | Mot1-301 SUMO | SR-BI HDL uptake | PKA-R2B activ
37 | 8 | -1 | 358 | 55 | -1
38 | 4 | -3 | -5 | 24 | -3
39 | -1 | x | 9 | 20 | 5
40 | 5 | -1 | -14 | -6 | -8
41 | -2 | -5 | 204 | 5 | -7
42 | -11 | -2 | x | x | 2
43 | 0 | x | -6 | -15 | -5

Screening data: PubChem BioAssay, several laboratories
